Screening data: PubChem BioAssay, National Center for Advancing Translational Sciences (NCATS)
TDP1 inh: inhibitors of human tyrosyl-DNA phosphodiesterase TDP1 | Q9NUW8 | recombinant TDP1, AlphaScreen DNA substrate cleavage | Potency, µM (highest dose often 130 µM), for the others: top-dose activity change, negative = inhibition, usual class: inhibitors | hit rate 0.28% among 350,000 | AID 485290; also: nearly all actives have a fitted effect of over 40% in size
Target sequence (Q9NUW8 whole entry, looked up): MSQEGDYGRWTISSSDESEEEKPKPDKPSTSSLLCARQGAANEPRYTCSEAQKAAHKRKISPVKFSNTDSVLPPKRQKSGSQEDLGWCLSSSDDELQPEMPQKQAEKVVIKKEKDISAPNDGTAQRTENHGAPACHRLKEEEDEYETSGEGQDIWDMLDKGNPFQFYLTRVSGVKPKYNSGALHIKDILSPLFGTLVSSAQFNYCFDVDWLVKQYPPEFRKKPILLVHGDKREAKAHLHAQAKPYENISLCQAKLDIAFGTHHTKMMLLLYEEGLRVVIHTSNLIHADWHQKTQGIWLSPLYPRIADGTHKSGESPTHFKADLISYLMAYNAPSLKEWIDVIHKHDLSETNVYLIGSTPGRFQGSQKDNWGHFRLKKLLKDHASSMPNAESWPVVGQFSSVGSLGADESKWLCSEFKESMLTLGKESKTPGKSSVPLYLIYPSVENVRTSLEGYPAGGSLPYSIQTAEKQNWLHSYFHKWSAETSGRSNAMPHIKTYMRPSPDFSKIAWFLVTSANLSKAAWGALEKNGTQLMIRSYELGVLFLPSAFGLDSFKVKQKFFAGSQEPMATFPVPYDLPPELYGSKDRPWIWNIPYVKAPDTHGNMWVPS
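Here, a 5' biotin and 3' phosphotyrosine-FITC DNA oligonucleotide reports Tdp1 activity: intact substrate bridges AlphaScreen beads, while cleavage leaves a 3' phosphate and drops signal. All incubations at room temperature.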
GCN5L2 inh: GCN5L2 (KAT2A) acetyltransferase inhibition; GCN5L2 HAT assay, ThioGlo1 CoA-SH fluorescence; Potency, µM (highest dose often 58.9 µM), for the others: top-dose activity change, negative = inhibition, actives largely listed as inhibitors; hit rate 0.21% among 390,000
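Free CoA generated was detected with ThioGlo1 (50uM) fluorescence at Ex340nm/Em540nm, read immediately and after 20 min at room temperature. Enzyme, 20 nM in HEPES pH 7.5 buffer, saw compounds 15 min before adding 75uM H3(1-25) peptide and 70uM acetyl-CoA.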
TDP1 cell noCPT: qHTS for Inhibitors of human tyrosyl-DNA phosphodiesterase 1 (TDP1): qHTS in cells in absence of CPT; DT40 Tdp1-/- hTDP1 cells, no CPT, ATP luminescence, 48 h; Potency, µM (top dose mostly 46.2 µM), for the others: top-dose activity change, negative = growth inhibition, usual class: inhibitors; hit rate 15% among 420,000; also: nearly all actives have a fitted effect of over 55% in size
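No-CPT arm: Tdp1-/-;hTDP1 DT40 cells (400/well) plus compounds, incubated ≥48 hr at 37 °C. Readout CellTiter-Glo luminescence.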
* hit, by the source's call; & = joins results of further samples; [ ] = dose if it differs, or a comment. Calls follow the shape of the dose curve; as a rule, active = well fitted curve in the direction sought with a large enough effect; inconclusive = small, poorly fitted or top-dose-only effect, or another doubt; inactive = no such curve, though single readings can be large; an effect the other way counts as inactive or inconclusive. % is scaled to controls: 0 for no effect and ±100 for the full control effect; potency is read from the fitted curve at half-maximal effect. These rows are one share of the data, so the mix of outcomes need not match the whole.

CC(=O)c1sc(NC(=O)C=C(C)C)nc1C was read as TDP1 inh 1.0%, GCN5L2 inh -6.3% and TDP1 cell noCPT -9.0%.
For COCCCNC(=O)c1ccc(N2CCCC2)c(NS(=O)(=O)c2ccc(C)cc2)c1 the results were TDP1 inh 4.8%, GCN5L2 inh -17.4% and TDP1 cell noCPT inconclusive.
CC(C)c1nc(Cl)c(C#N)c2c1CCC2 was read as TDP1 inh -5.1%, GCN5L2 inh inconclusive and TDP1 cell noCPT inconclusive.
For CCc1cccc(NC(=O)Cn2c(=O)n3nc(-c4cccc(F)c4)nc3c3ccccc32)c1 the results were TDP1 inh 2.6%, GCN5L2 inh -1.8% and TDP1 cell noCPT 4.61µM*.
CC(=O)Nc1ccc(NC(=S)NC(=O)C2CC2)cc1 was read as TDP1 inh 2.1%[56.1 µM], GCN5L2 inh inconclusive and TDP1 cell noCPT 2.4%.
`Cc1ccc(C(CC(=O)N2CCCC2)c2ccccc2)c(O)c1` (centres undefined) gave GCN5L2 inh -2.4% and TDP1 cell noCPT 6.2%.
COc1cccc(N2CCN(C(=O)Cn3cnc4onc(-c5ccc(F)cc5)c4c3=O)CC2)c1 was read as TDP1 inh 3.2%, GCN5L2 inh 4.7% and TDP1 cell noCPT 20.6µM*.
CN(C)/C=C/C(=O)c1ccc(-c2ccc(Cl)cc2Cl)o1 was read as TDP1 inh -4.3%, GCN5L2 inh -9.4% and TDP1 cell noCPT -12.7%.
For O=C(Nc1sc2c(c1C(=O)NCc1cccnc1)CCCC2)c1ccco1 the results were TDP1 inh 9.1%, GCN5L2 inh -8.0% and TDP1 cell noCPT -20.9%.
CCCCc1ccc(NC(=S)N2CCCC(CO)C2)cc1 (centres undefined) was read as TDP1 inh -2.8%, GCN5L2 inh 0.2% and TDP1 cell noCPT -12.3%.
`Cc1n[nH]c(=S)n(/N=C/c2cccs2)c1=O` gave TDP1 inh 7.1%, GCN5L2 inh 0.9% and TDP1 cell noCPT 6.51µM*.
For Cc1ccc(N=Nc2c(C)[nH]n(-c3ccccc3)c2=O)cc1Br the results were GCN5L2 inh -10.2% and TDP1 cell noCPT -2.3%.
CN1CCN(/C=C2\SC(=S)NC2=O)CC1 was read as TDP1 inh -4.2%, GCN5L2 inh -2.3% and TDP1 cell noCPT inconclusive.
Screening CCN(CC)S(=O)(=O)c1cc(NC(=O)C(C)N2CCN(Cc3ccc4c(c3)OCO4)CC2)ccc1C (centres undefined) returned TDP1 inh 6.8%, GCN5L2 inh -0.2% and TDP1 cell noCPT 5.17µM*.
`Cc1ccccc1-c1nc(CS(=O)(=O)CC(=O)N2CCN(c3ccccc3)CC2)c(C)o1` gave TDP1 inh 3.5%, GCN5L2 inh -6.0% and TDP1 cell noCPT inconclusive.
`CCc1ccc(NC(=O)C(=O)NCCN2CCN(C(=O)c3ccco3)CC2)cc1` gave TDP1 inh 1.1%, GCN5L2 inh -3.4% and TDP1 cell noCPT inconclusive.
Screening Cc1nn(C)c(C)c1S(=O)(=O)N(CC(=O)NCc1cccs1)c1ccc(C(C)C)cc1 returned TDP1 inh 2.6%, GCN5L2 inh -5.2% and TDP1 cell noCPT -1.7%.
Screening Cc1ccc(CC(NC(=O)c2ccccc2)C(=O)NC(CC(C)C)C(=O)O)cc1 (centres undefined) returned TDP1 inh -6.9%, GCN5L2 inh -2.8% and TDP1 cell noCPT -12.1%.
CCN1CCN(C(CNS(=O)(=O)c2ccccc2)c2cccnc2)CC1 (centres undefined) was read as TDP1 inh 4.9%, GCN5L2 inh -0.8% and TDP1 cell noCPT -1.6%.
For COc1ccc(-c2csc(N(CCCN(C)C)C(=O)c3ccccc3F)n2)cc1 the results were TDP1 inh 8.2%, GCN5L2 inh -0.4% and TDP1 cell noCPT 14.6µM*.
S=C(NCCCCNC(=S)NCc1ccccc1)NCc1ccccc1 was read as TDP1 inh 4.8%, GCN5L2 inh -4.1% and TDP1 cell noCPT inconclusive.
`CSc1n[nH]c(-c2sccc2OCc2ccc(C)cc2)n1` gave TDP1 inh 2.0%, GCN5L2 inh 12.4% and TDP1 cell noCPT -17.3%.
CCC1(C)Cc2c(sc3nnn(CC(=O)Nc4ccccc4)c(=O)c23)CO1 (centres undefined) was read as TDP1 inh 5.7%, GCN5L2 inh -22.5% and TDP1 cell noCPT -15.1%.
Screening O=C(NC(=S)N(CCO)Cc1ccccc1)c1ccc(F)cc1Cl returned GCN5L2 inh -11.6% and TDP1 cell noCPT 6.2%.
For CN1CCN(c2ccc(NC(=O)c3cc(Cl)c4c(c3)OCCO4)cc2)CC1 the results were TDP1 inh -18.4%, GCN5L2 inh -15.3% and TDP1 cell noCPT 29.1µM*.
CCc1c(C)sc(NC(=O)C2CC2)c1C(=O)OC(C)C was read as TDP1 inh 1.1%, GCN5L2 inh -3.7% and TDP1 cell noCPT inconclusive.
For Cc1ccccc1C(=O)N1CCCC(N2CCN(Cc3ccc4c(c3)OCO4)CC2)C1 (centres undefined) the results were TDP1 inh 4.2%, GCN5L2 inh -1.6% and TDP1 cell noCPT -25.3%.
For O=C(CC(Nc1cccc(Cl)c1Cl)C(=O)OCC(=O)c1cccs1)c1ccccc1 (centres undefined) the results were TDP1 inh -5.3%, GCN5L2 inh -36.7% and TDP1 cell noCPT -0.5%.
COc1ccccc1N1CC(C(=O)Nc2cccc(C(=O)O)c2)CC1=O (centres undefined) was read as TDP1 inh -7.2%, GCN5L2 inh -8.2% and TDP1 cell noCPT -0.3%.
Cc1ccccc1NC(=O)CSc1cn(CC(=O)N2CCCCCC2)c2ccccc12 was read as TDP1 inh 0.0%, GCN5L2 inh -6.5% and TDP1 cell noCPT inconclusive.
Screening O=C(NCc1ccc2c(c1)OCO2)c1ccc(C2SCC(=O)N2Cc2ccco2)cc1 (centres undefined) returned TDP1 inh 6.6%, GCN5L2 inh -11.6% and TDP1 cell noCPT inconclusive.
Screening CCN(CC)S(=O)(=O)c1ccc(OC)c(NC(=S)Nc2cc(C)ccc2C)c1 returned TDP1 inh 0.0% and GCN5L2 inh 0.3%.
CCCn1c(SCC(=O)N2CCCc3ccccc32)nc2c1c(=O)n(C)c(=O)n2C was read as TDP1 inh 9.8%, GCN5L2 inh 3.9% and TDP1 cell noCPT -29.2%.
Screening COc1ccc2c(-c3ccccc3)cc(SCC(N)=O)nc2c1 returned TDP1 inh 3.8%, GCN5L2 inh 3.0% and TDP1 cell noCPT 20.6µM*.
Screening CCOc1ccc(N(CC(=O)NCCSCc2ccccc2Cl)S(C)(=O)=O)cc1 returned TDP1 inh 5.8%, GCN5L2 inh -19.9% and TDP1 cell noCPT inconclusive.
`COc1ccccc1CCC(=O)Oc1ccc(C#N)cc1OC` gave TDP1 inh 3.4%, GCN5L2 inh -1.5% and TDP1 cell noCPT 24.4%.
COc1ccc(C(=O)N[C@H](C(=O)NCc2ccc(C)cc2)C(C)C)cc1 was read as TDP1 inh 8.9%, GCN5L2 inh 1.0% and TDP1 cell noCPT -28.8%.
Screening O=C(COC(=O)C1CCC(=O)N1)Nc1cc(Cl)ccc1Cl (centres undefined) returned TDP1 inh 0.0%, GCN5L2 inh 6.2% and TDP1 cell noCPT 2.7%.
Screening O=C(CCN1C(=O)c2ccccc2S1(=O)=O)Nc1ccc(C(=O)O)cc1 returned GCN5L2 inh -13.0% and TDP1 cell noCPT 2.0%.
O=C(Nc1ccccc1N1CCOCC1)c1ccc2ccccc2c1 was read as TDP1 inh -4.0%, GCN5L2 inh -5.3% and TDP1 cell noCPT inconclusive.
For O=C1C=C(O)C(n2cncn2)C(c2cc(F)ccc2F)C1 (centres undefined) the results were TDP1 inh 5.1%, GCN5L2 inh -3.8% and TDP1 cell noCPT -0.5%.
`COc1c(Cl)ccc(Cl)c1C(=O)OCC(=O)O` gave TDP1 inh 0.0%, GCN5L2 inh -4.5% and TDP1 cell noCPT -7.8%.
For Cc1nc(Cl)cc(N/N=C/c2ccccc2)n1 the results were TDP1 inh 1.0%, GCN5L2 inh -13.8% and TDP1 cell noCPT -0.3%.
Screening CC(=O)N1CCc2cc(CNS(=O)(=O)c3ccc(Br)s3)ccc21 returned TDP1 inh 2.7%, GCN5L2 inh -6.2% and TDP1 cell noCPT 20.6µM*.
Screening CCOC(=O)c1c(C)[nH]c(C(=O)OCC(=O)NCc2ccccc2)c1C returned TDP1 inh 0.0%, GCN5L2 inh 1.1% and TDP1 cell noCPT inconclusive.
Screening CCOc1ccc(-n2c(C)nnc2SCC(=O)N(CC)CC)cc1 returned TDP1 inh 7.0%, GCN5L2 inh -0.6% and TDP1 cell noCPT 18.6%.
Screening COc1ccccc1C(=O)Nc1nnc(S(=O)(=O)N2CCN(c3ccc(F)cc3)CC2)s1 returned TDP1 inh 6.4%&2.6%, GCN5L2 inh -10.3%&1.4% and TDP1 cell noCPT inconclusive.
`CC(C)c1ccc(S(=O)(=O)N2CCC(C(=O)NCC3(N(C)C)CCCCC3)CC2)cc1` gave TDP1 inh 2.3%, GCN5L2 inh -20.1% and TDP1 cell noCPT inconclusive.
Screening COc1cc(/C=N/NC(=O)c2cc(-c3ccccc3OC(C)C)nc3ccccc23)ccc1O returned TDP1 inh 2.6%, GCN5L2 inh -7.2% and TDP1 cell noCPT 1.84µM*.
N#Cc1cc(C(=O)c2ccccc2O)cn(-c2ccc(Cl)cc2)c1=O was read as TDP1 inh -2.5%, GCN5L2 inh -11.2% and TDP1 cell noCPT inconclusive.
C#CCOc1ccc(C2CC(=O)Nc3c2c(C)nn3-c2nc(C)cc(C)n2)cc1 (centres undefined) was read as TDP1 inh inconclusive, GCN5L2 inh -14.5% and TDP1 cell noCPT 20.6µM*.
For O=S(=O)(Cc1cc(Cl)nc(-c2cccnc2)n1)c1ccccc1 the results were TDP1 inh 4.8%, GCN5L2 inh 1.3% and TDP1 cell noCPT -24.3%.
Screening C/C(=N\NC(=O)CN(c1ccccc1)S(C)(=O)=O)c1ccccc1O returned TDP1 inh 4.2%, GCN5L2 inh -5.0% and TDP1 cell noCPT inconclusive.
For CCOC(=O)c1sc(NC(=O)CSc2nc3c(c(=O)n2-c2ccccc2)SCC3)c(C(=O)OCC)c1C the results were TDP1 inh -1.3% and GCN5L2 inh -1.3%.
Screening COc1ccc(CNCCS(=O)(=O)NC2CCCC2)cc1 returned TDP1 inh 0.4%[56.1 µM], GCN5L2 inh -3.7% and TDP1 cell noCPT -14.7%.
Screening O=C(OC1CCOC1=O)c1ccccc1C(=O)c1ccc(Cl)c([N+](=O)[O-])c1 (centres undefined) returned TDP1 inh -9.7%, GCN5L2 inh -10.8% and TDP1 cell noCPT -11.3%.
NC(=O)c1cccnc1Oc1ccccc1 was read as TDP1 inh 5.7%, GCN5L2 inh -1.1% and TDP1 cell noCPT -0.3%.
COc1ccc(C2C(=O)N(C3CCCCC3)CC(=O)N2C2CCCC2)cc1 (centres undefined) was read as TDP1 inh 1.9%, GCN5L2 inh -7.4% and TDP1 cell noCPT -6.1%.
CCCC(=O)Nc1ccc(C(=O)NCC(=O)OCC)cc1 was read as TDP1 inh -4.2%, GCN5L2 inh -4.4% and TDP1 cell noCPT 2.3%.
COc1cc(/C=C/c2noc(-c3ccccc3O)n2)ccc1OC(C)=O was read as TDP1 inh 0.0%, GCN5L2 inh 1.3% and TDP1 cell noCPT -1.3%.
For O=S(=O)(Nc1nc2n(n1)C(c1ccc(F)cc1)C=C(c1ccccc1)N2)c1ccccc1 (centres undefined) the results were TDP1 inh 2.9%, GCN5L2 inh -8.4% and TDP1 cell noCPT 20.6µM*.
For CCCC(C(=O)NCc1ccco1)N(CC1CCCO1)C(=O)CNS(=O)(=O)c1ccc(F)cc1 (centres undefined) the results were TDP1 inh 13.4%, GCN5L2 inh -4.5% and TDP1 cell noCPT -8.8%.
`CC(=O)c1sc(NC(=O)c2ccc(C)cc2)nc1C` gave TDP1 inh -3.8%, GCN5L2 inh -1.6% and TDP1 cell noCPT -8.5%.
For Oc1ccccc1CN1CCC(C(O)(c2ccccc2)c2ccccc2)CC1 the results were TDP1 inh -5.3%, GCN5L2 inh -2.9% and TDP1 cell noCPT inconclusive.

Some of these compounds in order of heavy-atom count, largest number first.
For CCCC(C(=O)NCc1ccco1)N(CC1CCCO1)C(=O)CNS(=O)(=O)c1ccc(F)cc1 (centres undefined) the results were TDP1 inh 13.4%, GCN5L2 inh -4.5% and TDP1 cell noCPT -8.8%.
For Oc1ccccc1CN1CCC(C(O)(c2ccccc2)c2ccccc2)CC1 the results were TDP1 inh -5.3%, GCN5L2 inh -2.9% and TDP1 cell noCPT inconclusive.
COc1ccc(C2C(=O)N(C3CCCCC3)CC(=O)N2C2CCCC2)cc1 (centres undefined) was read as TDP1 inh 1.9%, GCN5L2 inh -7.4% and TDP1 cell noCPT -6.1%.
CCCC(=O)Nc1ccc(C(=O)NCC(=O)OCC)cc1 was read as TDP1 inh -4.2%, GCN5L2 inh -4.4% and TDP1 cell noCPT 2.3%.
